High-throughput results as filed in PubChem.
HIF activator = HIF pathway transcriptional activation | 300,000 tested, 0.32% active | activation, % at 7.5 µM (by protocol) | U2OS HRE-luciferase reporter, luminescence; normalized: DMSO 0%, desferrioxamine 100%;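 active means mean activation of at least 10% of the iron chelator positive control signal, with at least half of replicates also reaching 10%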
HSF1 activator = increases HSF-1 driven luciferase reporter signal | NIH3T3-HGL HSF-1 luciferase reporter, MG132, 8 h; 100% = twice DMSO control signal | activation, % at 9 µM | 300,000 tested, 1.7% active | AID 504408;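 active means mean replicate activation of at least 50% with a set share of replicates each reaching 50%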;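 further: 0% = median of the neutral control wells and 100% = twice that signal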
AI-2 QS modul = modulators of Vibrio harveyi AI-2 quorum sensing system | AID 2094 | 300,000 tested, 0.4% active | Vibrio harveyi JMH597 AI-2 luminescence/OD600 ratio, 9 h; stronger effect = lower value; strain lacks LuxN and CqsS sensors; 0 = neutral-control median | activity change, % at 7.5 µM; in the data active means activity change below about -75%, passing the limit was not always enough;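 further: luminescence divided by OD600 gain over 9 h not by final OD600 alone; inactives centre near 13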
HSF1 inh = HSF1 inhibition; NIH3T3-HGL HSE-luciferase, MG132-induced, luminescence 8 h; stronger effect = lower value; activity change, negative = inhibition, % at 7.5 µM (by protocol); 300,000 tested, 0.77% active;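 active means more than half of replicate wells show activity change below -50%, luminescence cut by over half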;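 further: luciferase reports HSF-1 transcriptional activity via heat shock element; 0% = median of DMSO wells and -100% = zero luminescence signal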
GSK3B inh = inhibitors of human GSK3beta kinase; P49841; GST-GSK3beta kinase, ADP-Glo luminescence, 60 min; stronger effect = lower value; activity score (negative = inhibition), % at 10 µM; 300,000 tested, 0.038% active; AID 2097;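 active means more than half of replicate wells score below -50%, meaning over 50% inhibition versus plate controls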;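 further: 0% = median DMSO wells and -100% = median GW8510 positive control wells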
Target sequence (P49841 whole entry, looked up): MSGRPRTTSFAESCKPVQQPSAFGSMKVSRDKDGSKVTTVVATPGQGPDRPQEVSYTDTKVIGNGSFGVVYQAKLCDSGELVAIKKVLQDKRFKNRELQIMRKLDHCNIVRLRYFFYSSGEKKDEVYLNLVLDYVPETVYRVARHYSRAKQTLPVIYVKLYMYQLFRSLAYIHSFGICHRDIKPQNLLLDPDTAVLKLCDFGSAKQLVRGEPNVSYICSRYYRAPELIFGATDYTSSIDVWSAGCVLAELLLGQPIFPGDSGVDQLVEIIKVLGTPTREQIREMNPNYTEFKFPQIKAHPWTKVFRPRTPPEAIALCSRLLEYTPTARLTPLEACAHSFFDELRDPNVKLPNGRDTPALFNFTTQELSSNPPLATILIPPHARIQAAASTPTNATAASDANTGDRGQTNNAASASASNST
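test system = GST-tagged human GSK3beta kinase, cell-free | reagent = 25 µM ATP with peptide substrate | dosing = one dose of 10 µM per compound | schedule = 60 min reaction, RT | detection = luminescent ADP-Glo measurement of ADP formed | control set = DMSO neutral wells and GW8510 at 20 µM as positive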
GSK3 alpha inh = blocks human GSK-3 alpha kinase; AID 2650; 320,000 tested, 0.1% active; ADP-Glo luminescence, 60 min; inhibition, % at 10 µM; P49840;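 in the data active means inhibition above about 50%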;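 further: GST-tagged GSK-3 alpha with peptide substrate and 25 µM ATP; 0% = DMSO neutral wells and 100% = GW8510 positive control wells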
Target sequence (P49840 whole entry, looked up): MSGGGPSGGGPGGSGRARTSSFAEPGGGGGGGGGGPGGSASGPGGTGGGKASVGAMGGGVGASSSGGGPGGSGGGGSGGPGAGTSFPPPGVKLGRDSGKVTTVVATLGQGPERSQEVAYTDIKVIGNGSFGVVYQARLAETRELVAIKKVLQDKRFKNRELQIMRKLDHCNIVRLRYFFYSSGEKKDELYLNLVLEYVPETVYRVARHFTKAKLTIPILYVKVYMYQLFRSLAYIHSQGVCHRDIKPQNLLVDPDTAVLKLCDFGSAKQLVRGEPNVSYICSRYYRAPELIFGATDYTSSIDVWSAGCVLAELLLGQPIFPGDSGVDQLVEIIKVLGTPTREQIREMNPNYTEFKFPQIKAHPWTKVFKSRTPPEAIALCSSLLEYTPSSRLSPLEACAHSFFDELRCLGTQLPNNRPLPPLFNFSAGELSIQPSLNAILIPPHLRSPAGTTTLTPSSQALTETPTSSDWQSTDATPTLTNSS
IEC-6 cytotox = kills IEC-6 intestinal cells in KLF5 counter-screen. IEC-6 cytotoxicity, luminescence viability. inhibition, % at 5 µM. 290,000 tested, 0.78% active. AID 1825; in the data active means inhibition above about 22%;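 further: 0% = plate median of test compound wells and 100% = cytotoxic reference compound wells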
HSP90 inh = blocks HSP90-mediated luciferase refolding in reticulocyte lysate. Rabbit reticulocyte lysate, luciferase refolding luminescence, 3 h. inhibition, % at 5.6 µM. 290,000 tested, 0.91% active. AID 1789;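 active means inhibition above the screen-wide mean plus 3 SD, computed separately per campaign, cut at about 16% in these data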;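 further: 0% = DMSO wells and 100% = 60 µM geldanamycin wells; inhibitors lower the luminescence because luciferase stays unfolded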
aSyn 5UTR inh = 5' untranslated region of α-synuclein, MLPCN primary screen; alpha-synuclein 5'UTR reporter, inhibitor activity; inhibition, % (tested at 7.5 µM); 300,000 tested, 0.82% active; in the data active means inhibition above about 60%;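 further: H4 neuroglioblastoma cells stably carrying SNCA 5'UTR luciferase fusion; 0% = DMSO wells and 100% = positive control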
KLF5 inh = inhibitors of KLF5 expression; DLD-1 KLF5 promoter-luciferase reporter, luminescence; inhibition, % at 5 µM; 290,000 tested, 0.23% active; AID 1700;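 active means inhibition above a per-plate limit of that plate's mean compound inhibition plus 3 SD, cut at about 60% in these data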;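 further: 0% = DMSO wells and 100% = LY294002 at 200 µM; higher means less KLF5 promoter-driven luciferase light; inactives centre near -14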
* marks the source's active call; other numbers are inactive results; x = no result given.

Results follow in this order: HIF activator, HSF1 activator, AI-2 QS modul, HSF1 inh, GSK3B inh, GSK3 alpha inh, IEC-6 cytotox, HSP90 inh, aSyn 5UTR inh, KLF5 inh
- CN(Cc1ccccc1)C(=O)CN1C(=O)C2C3C=CC(C3)C2C1=O (stereo not drawn)
  x, x, 16, x, 2, -6, 2, 2, x, 0
- CC(=O)C1=C(O)C(=O)N(Cc2cccnc2)C1c1ccc(C(C)C)cc1 (stereo not drawn)
  0.5, 15, 23, 2, -1, -6, 3, 0, -41, -47
- Cc1cccc(-c2noc(CN(C)C(=O)c3ccc4c(c3)OCO4)n2)c1
  0.7, 17, 22, 0, 2, -1, -3, -3, -6, -14
- CCN(CC(=O)NCc1cccs1)C(=O)c1cccc(S(=O)(=O)Nc2ccccc2OC)c1
  0.1, -4, 5, -4, 4, 0, 0, -2, 3, -18
- CCC(CC)C(=O)OCC(=O)Nc1cccc(S(=O)(=O)N(C)c2ccccc2)c1
  0.0, -12, 17, -1, -4, -1, 0, 1, 19, -5
- O=C(COC(=O)c1ccc(O)cc1)NCc1ccc2c(c1)OCO2
  -0.3, -15, 44, -5, -2, -1, 2, 2, -10, 0
- Cc1cc(NC(=O)CN2C(=O)NC(Cc3ccccc3)C2=O)no1 (stereo not drawn)
  -0.2, 5, 35, 0, -4, x, -2, -1, -30, -26
- CN(Cc1ccc2nsnc2c1)Cc1nc(Cc2cccc(F)c2)no1
  -0.7, -1, -2, -5, 1, 6, -1, -2, -6, 0
- O=C(C1CC(=O)N(C2CCCCC2)C1)N1CCN(c2ccccc2)CC1 (stereo not drawn)
  0.5, -13, 30, -1, 0, 1, -7, -1, -17, -14
- Cc1nc([N+](=O)[O-])cn1CC(=O)c1ccccc1
  0.0, -12, 27, -3, 4, 1, -3, 6, 5, -6

Entries of single compounds as entered above. Screens in order: HIF activator, HSF1 activator, AI-2 QS modul, HSF1 inh, GSK3B inh, GSK3 alpha inh, IEC-6 cytotox, HSP90 inh, aSyn 5UTR inh, KLF5 inh
Record of `O=C(C1CC(=O)N(C2CCCCC2)C1)N1CCN(c2ccccc2)CC1` (stereo not drawn) = 0.5, -13, 30, -1, 0, 1, -7, -1, -17, -14
Record of `CN(Cc1ccccc1)C(=O)CN1C(=O)C2C3C=CC(C3)C2C1=O` (stereo not drawn) = x, x, 16, x, 2, -6, 2, 2, x, 0

Going on with the list.
Results follow in this order: HIF activator, HSF1 activator, AI-2 QS modul, HSF1 inh, GSK3B inh, GSK3 alpha inh, IEC-6 cytotox, HSP90 inh, aSyn 5UTR inh, KLF5 inh
- CN(CCOc1ccccc1)C(=O)C1CCC(=O)N(CCCN2CCOCC2)C1 (stereo not drawn)
  -0.3, 22, 18, -3, -4, 9, 0, 0, 11, -8
- CN(CC(=O)Nc1ccc(F)cc1)C(=O)Cn1nnc(-c2ccccc2)n1
  0.1, -23, 11, -3, -5, -2, 0, 2, -9, -25
- COc1ccccc1NC(=O)C/C(C)=N/NC(=O)c1ccccn1
  2.9, 17, 2, 19, 1, 1, 4, 5, -103, -102
- COC(c1ccccc1)c1c(-c2ccccc2)nn(C)c1Cl (stereo not drawn)
  -0.7, 7, 17, -1, 2, 3, 1, 2, 8, -7
- CC(=O)Nc1ccc(SCC(=O)Nc2oc(C)c3c(C)n[nH]c(=O)c23)cc1
  -1.2, 0, 21, -11, 1, -2, x, x, -4, x
- O=C(NC1CCCCC1)N1CCN(c2nc(-c3ccccc3)cs2)CC1
  -0.8, -16, 20, -8, 5, 0, 1, -1, 14, -17
- CCCn1cc(NC(=O)c2cc(-c3ccccc3)on2)cn1
  10*, -2, 38, -9, -2, 9, -2, 0, -134, -122
- CC(C)OC(=O)c1cccc(NC(=O)CSc2nnc(N)s2)c1
  -0.7, 4, 40, 1, 2, 1, 0, 3, -21, -16
- Cc1nc(N)sc1C(=O)N/N=C/c1ccco1
  0.0, 19, 13, 11, 0, 5, -1, 4, 12, -15
- Cc1ccc(F)cc1NC(=O)C12CC3CC(C1)CC(n1cnc([N+](=O)[O-])n1)(C3)C2
  -0.9, 38, -5, 8, 6, 7, 1, -2, -8, -8
- CN1CCN(C(=O)c2ccccc2NC(=O)c2ccccc2Br)CC1
  0.0, 17, 21, 3, 2, -1, 2, 0, -2, -48
- OCC1(Cc2ccccc2F)CCCN(CCc2ccccc2)C1 (stereo not drawn)
  -1.7, 6, 21, 2, 1, 3, 5, -3, 0, -19
- Cn1c(=O)oc2cc(S(=O)(=O)N3CCCC(C(=O)Nc4ccc5c(c4)OCCO5)C3)ccc21 (stereo not drawn)
  x, x, x, x, x, -7, 9, 4, x, 1
- COCCN1C(=O)N[C@@H](c2ccco2)C(C(=O)OC)=C1C
  -0.8, 5, -1, 8, -1, 4, x, x, 5, x
- CC(/C=C1\SC(=S)N(CCCC(=O)Nc2ccc(C(=O)O)c(O)c2)C1=O)=C\c1ccccc1
  0.0, -3, 9, -8, 6, -2, 0, -8, 28, 2
- Cc1cc(NC(=O)COC(=O)C(Nc2ccc(C(F)(F)F)cc2Cl)C(C)C)no1 (stereo not drawn)
  0.0, 18, 14, 1, 0, -2, -4, 1, 23, -23
- CN(Cc1nc2ccccc2[nH]1)C(=O)C1CCC(=O)N(CCc2cccc(F)c2)C1 (stereo not drawn)
  0.4, 2, 15, 2, 0, 0, -5, -2, -18, -29
- COc1ccc(N2C(=O)CC(Sc3ccccc3C(=O)O)C2=O)c([N+](=O)[O-])c1 (stereo not drawn)
  -0.2, 4, 16, 2, 3, -2, -1, 4, 6, -1
- CN(C)CCNC(C(=O)Nc1cccc(C(F)(F)F)c1)c1ccccc1 (stereo not drawn)
  1.2, 0, -4, -1, 2, 1, -4, -2, -5, 8
- COc1ccc(N2C(=O)C3CCCN3C2c2ccccc2)cc1 (stereo not drawn)
  0.0, -10, -17, -4, 1, x, -7, -2, 0, -13

More records.
| Molecule | HIF activator | HSF1 activator | AI-2 QS modul | HSF1 inh | GSK3B inh | GSK3 alpha inh | IEC-6 cytotox | HSP90 inh | aSyn 5UTR inh | KLF5 inh |
| --- | --- | --- | --- | --- | --- | --- | --- | --- | --- | --- |
| Cc1ccc(C(=O)C2=C(O)C(=O)N(Cc3cccnc3)C2c2ccc(OC(C)C)cc2)o1 (stereo not drawn) | 0.7 | 14 | 47 | 11 | 2 | 0 | -2 | 2 | -4 | -21 |
| CC1CCCN(C(=O)Nc2cccc(NC(=O)N3CCCC(C)C3C)c2)C1C (stereo not drawn) | -0.2 | -19 | 10 | -1 | 4 | 1 | -7 | -1 | 2 | -19 |
| CCOC(=O)CCSc1nc(C)c2cc(C)ccc2n1 | x | 14 | -1 | 6 | 4 | -2 | -6 | -1 | -87 | -42 |
| CCCCn1c(-c2csc3ccccc23)n[nH]c1=S | 0.0 | -8 | -15 | -6 | 1 | 1 | 0 | -1 | 16 | -45 |
| CC(=O)C1=C(C)NC(SCC(N)=O)=C(C#N)C1c1cccs1 (stereo not drawn) | 0.4 | 5 | 29 | 5 | 1 | 1 | 0 | -1 | 6 | -36 |
| COc1ccc(N(C(C)=O)S(=O)(=O)c2cc(OC)ccc2OC)cc1 | -0.2 | -2 | 20 | 4 | 2 | 1 | 7 | 2 | -4 | -26 |
| COc1ccnc(Nc2ccc(C)c(C)c2)c1C#N | -0.3 | 4 | 7 | -6 | 2 | -1 | -6 | -1 | -5 | 2 |
| COc1ccccc1N(C)S(=O)(=O)c1ccc(C(=O)OCC(=O)c2c[nH]c3ccccc23)cc1 | -0.8 | 18 | 21 | 7 | 2 | 0 | -2 | -1 | -26 | -18 |
| Cc1onc(C(=O)NN)c1-c1csc(COc2ccccc2)n1 | 0.0 | -1 | 17 | -1 | 1 | 1 | 0 | 4 | -6 | -11 |
| CC(C)c1onc(C(=O)N2CCN(c3ccccc3)CC2)c1[N+](=O)[O-] | 0.1 | -4 | 31 | -2 | -1 | 0 | 11 | 0 | -43 | -22 |
| CC(Cc1ccccn1)NC(=O)c1ccc(OC2CCN(Cc3ccccn3)CC2)cc1 (stereo not drawn) | 0.0 | 3 | 6 | -4 | -1 | -1 | -8 | 3 | -18 | -48 |
| N/C(=N\OC(=O)COc1cc(Cl)c(Cl)cc1Cl)c1ccccn1 | 1.0 | 93* | 9 | 40 | 3 | 0 | -3 | 2 | -150 | -99 |
| CCOc1ccc(N(C)S(=O)(=O)c2ccc(-c3cc(C)no3)s2)cc1 | 0.4 | -19 | 25 | -17 | 5 | -1 | 57* | 2 | -59 | 39 |
| Cc1cc(C)c2[nH]c(=O)c(CN(Cc3cccs3)C(=S)NCC3CCCO3)cc2c1 (stereo not drawn) | -30 | 9 | 27 | 6 | -1 | -2 | -8 | -4 | 21 | -1 |
| COCCNC(=O)[C@H](C)[C@H]1C[C@]1(C)[C@H](NC(=O)OCc1ccccc1)c1ccccc1 | 1.3 | 17 | 18 | 0 | 4 | -1 | 4 | 3 | 3 | -19 |
| CS(=O)(=O)N(Cc1ccccc1Cl)c1ccc(C(=O)NCc2ccccn2)cc1 | -0.4 | 3 | 41 | 4 | 0 | -1 | 1 | -2 | 14 | -14 |
| O=C(NCc1ccccc1)C1(C(F)(F)F)CC(CCCO)CCCO1 (stereo not drawn) | -0.9 | 12 | 12 | 0 | 2 | -3 | x | x | 15 | x |
| COC(=O)c1cc(=O)nc2sccn12 | 0.9 | -25 | 6 | -11 | -1 | 0 | 0 | 7 | 3 | -12 |
| CCOC(=O)c1c(/N=C/N(C)C)sc(C(=O)OC)c1C | -0.1 | 19 | 15 | 5 | 1 | 14 | 6 | 0 | 14 | -10 |

In the list so far, these have a CF3 group:
| Molecule | HIF activator | HSF1 activator | AI-2 QS modul | HSF1 inh | GSK3B inh | GSK3 alpha inh | IEC-6 cytotox | HSP90 inh | aSyn 5UTR inh | KLF5 inh |
| --- | --- | --- | --- | --- | --- | --- | --- | --- | --- | --- |
| Cc1cc(NC(=O)COC(=O)C(Nc2ccc(C(F)(F)F)cc2Cl)C(C)C)no1 (stereo not drawn) | 0.0 | 18 | 14 | 1 | 0 | -2 | -4 | 1 | 23 | -23 |
| CN(C)CCNC(C(=O)Nc1cccc(C(F)(F)F)c1)c1ccccc1 (stereo not drawn) | 1.2 | 0 | -4 | -1 | 2 | 1 | -4 | -2 | -5 | 8 |
| O=C(NCc1ccccc1)C1(C(F)(F)F)CC(CCCO)CCCO1 (stereo not drawn) | -0.9 | 12 | 12 | 0 | 2 | -3 | x | x | 15 | x |
